# GSIS activator = primary screen for activators of insulin secretion dependent on glucose, INS-1E cells, GLuc reporter luminescence; INS-1E GLuc reporter insulin secretion, 2-3 h; activation, % at 16.6 µM; 370,000 compounds, 0.61% hits;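 active = lowest replicate activation of at least 40%, so every replicate reaches that level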;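 also: 0% = median of neutral control wells and 100% = median of IBMX positive control wells; some compounds called inactive have numbers as strong as hits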
# F508del corr = CFTR F508del correction in bronchial cells; CFBE cells, YFP halide quenching; stimulated with forskolin plus potentiator P3; % fluorescence drop versus neutral controls; activity (quench increase), % at 7.58 µM; 350,000 compounds, 0.36% hits; AID 720511;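 active = mean added fluorescence quench of at least 8% versus neutral control, with both replicates also reaching 8%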;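 also: cells transiently co-express mutant CFTR-F508del with the halide-sensitive YFP; corrector assay measuring rescue of mutant channel to the surface after 24 h compound exposure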
# PGC1a acetyl inh = PGC1a acetylation modulation, inhibitor mode; AID 651687; 350,000 compounds, 0.17% hits; inhibition, % at 15.6 µM; U2OS PGC1a acetylation, AlphaScreen anti-acetyl-lysine; with virally co-expressed GCN5 acetyltransferase;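 active = every replicate shows inhibition of at least 40%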;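 also: 0% = neutral control wells and 100% = positive control wells; some results beyond the cut were filed as inactive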
# Cneo AK release = causes C. neoformans cell lysis; 360,000 compounds, 0.2% hits; AID 651654; lysis activity, % at 15 µM; adenylate kinase release luminescence, 4 h; normalised: neutral wells 0, clomiphene wells 100;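 active = mean lysis activity across replicates of at least 80%, whatever share of replicates individually reach that level; inactive = mean lysis activity below 80%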
#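 Assay system: C. neoformans cells. Amount: yeast cell density of 5 × 10^6 cells/mL. Technique: AK luminescence. Buffer or medium: YPD. Times: static 4 h at 37 °C with compound, 1 h detection. Dosing: single-point compound dose. Read-out: lysis from increased AK signal.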
# FN deposit inh = fibronectin deposition inhibition | inhibition, % at 12.6 µM | 350,000 compounds, 0.086% hits | AID 743247 | AH1F fibroblasts, Alexa488-fibronectin deposition fluorescence, overnight;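 active = mean inhibition across replicates of 30% or more, regardless of how many single replicates reach that level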;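 also: positive control wells lacked labelled fibronectin entirely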
#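 Material: AH1F fibroblasts assembling fluorescent fibronectin matrix; amount: 10000 AH1F cells/well; medium: DMEM, 2% serum; reagent: Alexa488-fibronectin, 24 nM final in well; dosing: single compound dose, delivered by pin transfer; incubation: 1 h adhesion, overnight exposure; detection: fluorescence after three HBSS washes, excitation 485 nm, emission 525 nm; measure: fibronectin deposition inhibition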
# PglD inh = blocks C. jejuni PglD acetyltransferase activity; purified PglD enzyme, DTNB colorimetric CoA detection; inhibition, % at 12.5 µM; 360,000 compounds, 0.098% hits; in the data active = inhibition above about 16%, passing the limit was not always enough; also: strong numbers were not always called active
# miR-122 sensor = inhibitors of miR-122 in Huh7 cells; Huh7 miR-122 Renilla luciferase sensor, 48 h; neutral wells = 0, positive control = 100; 340,000 compounds, 0.3% hits; activation (reporter increase), % at 12.5 µM; AID 602342;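 active = mean replicate activation score at least 90 and every replicate individually at or above 90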;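 also: higher luciferase means less miR-122 activity so hits act as miR-122 inhibitors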
# C2C12 statin = protects C2C12 myotubes from simvastatin toxicity | ATP luminescence, 48 h; scaled: DMSO 0, geranylgeraniol control 100 | rescue of ATP level, % at 7.49 µM | 330,000 compounds, 0.78% hits | AID 602340;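 active = mean ATP rescue above about 67%, or every replicate alone reaching that limit, limit read from the data, passing the limit was not always enough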;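 also: myotubes were challenged with 10 µM simvastatin during compound exposure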
# Numbers without * were called inactive; . = no result given; & = joins results of further samples; [ ] = dose if it differs, or a comment.
1. C[C@@H]1CN([C@H](C)CO)C(=O)CCCn2cc(nn2)CO[C@H]1CN(C)C(=O)CCC(F)(F)F
2. OC1(c2ccccc2F)CCN(Cc2nnnn2CCc2ccccc2)CC1
3. COC(=O)C(Cc1c[nH]c2ccccc12)NC(C)=O (stereo not drawn)
4. COc1ccccc1NC(=O)c1ccc2c(=O)n3c(nc2c1)CCC3
5. CCC(=O)c1ccc(OCc2ccc(C(=O)OC)cc2)cc1
6. CCOC(=O)c1sc(NC(=O)c2cccnc2)c(C#N)c1C
7. CSc1ccc(NC(=O)/C=C/C(=O)O)cc1
8. CCCNC(=O)[C@@H]1[C@@H](CO)[C@@H]2Cn3c(ccc(-c4ccccc4)c3=O)[C@@H]2N1C(=O)C1CCC1
compound no.	1	2	3	4	5	6	7	8
GSIS activator	-7&15	.	.	-6	1	-29	7	3
F508del corr	-0.8&-4.2	.	.	-0.3	-2.5	.	-0.7	1.4
PGC1a acetyl inh	-8&4	7	-21	.	.	.	2	.
Cneo AK release	0&-2	2	-2	-2	0	7	-1	-3
FN deposit inh	5&-20	.	.	2	4	.	6	.
PglD inh	2&-2	-6	-3	-1	-3	1	-8	2
miR-122 sensor	0	.	3	.	.	.	7	1[16.7 µM]
C2C12 statin	9&-6	29	-4	-4	.	-17	-3	10

9. COc1ccc(C(=O)Nc2ccc(N3CCN(C(=O)c4cccs4)CC3)cc2)cc1Br
10. CCOC(=O)/C=C1\SCC(=O)N1CC(=O)NC12CC3CC(CC(C3)C1)C2
11. O=C(CCN1C(=O)c2ccc([N+](=O)[O-])cc2C1=O)Nc1ccccc1C(=O)O
12. CC(C)COC(=O)CCn1[nH]c(=O)c2ccccc2c1=O
13. O=C(C1CCN(Cc2ccc(Cl)cc2)CC1)N1CCN(Cc2ccc3c(c2)OCO3)CC1
14. COCC(=O)N(C)C[C@H]1Oc2ncc(C#Cc3ccc(F)cc3)cc2C(=O)N([C@H](C)CO)C[C@H]1C
15. CCOc1ccc(S(=O)(=O)NCCC(=O)N(C)Cc2ccc(C)o2)cc1
16. COc1ccc(OC)c(C(c2nnnn2CCC(C)C)N2CCN(C(=O)c3ccco3)CC2)c1 (stereo not drawn)
compound no.	9	10	11	12	13	14	15	16
GSIS activator	2	.	17	.	25	0	-17	3
F508del corr	0.8	.	-2.2	.	-2.4	-1.6	1.1	.
PGC1a acetyl inh	47	-3	6	.	-3	18	-4	-6
Cneo AK release	1	2	.	7	1	-6	0	0
FN deposit inh	-2	.	-5	-8	.	1	3	7
PglD inh	-5	4	.	0	-4	1	0	-1
miR-122 sensor	-1	-6	.	-2	-15	-8[16.7 µM]	0	17
C2C12 statin	-21	13	.	.	4	2	-1	.

17. COc1ccc(CNC(=O)Cn2nc([N+](=O)[O-])c(Br)c2C)cc1OC
18. CC(C)[C@@H](C)NC(=O)N(C)C[C@@H]1OCc2ccccc2-c2c(n(C)c3ccccc23)C(=O)N([C@@H](C)CO)C[C@@H]1C
19. COc1ccccc1NC(=O)C(CC=C(Cl)Cl)C(C)=O (stereo not drawn)
20. COc1cc(CNC(C)(C)CO)cc(Br)c1OCc1ccccc1
21. COc1ccc(OC)c(C2N(c3cc(C)on3)C(=O)C3CCCN32)c1 (stereo not drawn)
22. COC(=O)CC1(c2ccccc2)C(=O)c2ccccc2C1=O
23. COc1ccc(N2CCN(C(=O)c3ccc(C(C)(C)C)cc3)CC2)cc1
24. CC(=O)N1CCN(C2c3cccc4cccc(c34)C2NS(=O)(=O)c2ccccc2)CC1 (stereo not drawn)
compound no.	17	18	19	20	21	22	23	24
GSIS activator	.	2	.	0	.	10	-25	.
F508del corr	2.2	-2.1	.	-1.9	.	-5.4	.	.
PGC1a acetyl inh	.	-2	-18	-9	-3	-1	-1	-26
Cneo AK release	3	-2	0	1	0	-5	-1	5
FN deposit inh	1	11	5	4	-1	.	.	.
PglD inh	12	1	-2	-7	-6	0	-3	-1
miR-122 sensor	.	.	4	2	-1	-6	2	4
C2C12 statin	15	-14	11	-3	-7	-13	-6	4

25. O=C(CSc1nnnn1-c1cccnc1)Nc1ccc(OCc2ccccc2)cc1
26. C=CCN1C(=O)/C(=C/c2ccc(-c3ccc(F)cc3)o2)SC1=S
27. COc1ccc(NC(=S)NNC(=O)Cn2nc([N+](=O)[O-])cc2C)cc1
28. CCNc1nc(Oc2ccc(F)cc2)cc(C(F)(F)F)n1
29. COc1cc(Br)c(CN2C(=O)NC3(CCCCCC3)C2=O)cc1OC
30. CC(=O)c1cccc(NC(=O)C2Cc3c(-c4ccc(Cl)cc4)ccnc3O2)c1 (stereo not drawn)
31. C[C@H]1CN([C@@H](C)CO)C(=O)c2cc(NC(=O)CCN3CCOCC3)ccc2O[C@@H]1CN(C)S(C)(=O)=O
32. CC(C)C#Cc1ccc([C@H]2[C@@H](CO)N(C(=O)C3CCC3)[C@H]2C#N)cc1
compound no.	25	26	27	28	29	30	31	32
GSIS activator	.	.	7	-6	-8	.	13	-1
F508del corr	.	-1.4	.	0.9	0.8	.	-2.2	-1.5
PGC1a acetyl inh	-3	-5	23	-8	-14	.	16	-5
Cneo AK release	0	2	-1	-1	-2	-3	-5	-2
FN deposit inh	.	0	4	-9	8	.	.	-2
PglD inh	-2	4	-4	-2	0	3	1	1
miR-122 sensor	2	4	.	-3	0	0	-2[16.7 µM]	.
C2C12 statin	0	1	6	-4	9	2	-8	-1

# Part of the list above with just GSIS activator and PglD inh.
no. | Compound | GSIS activator | PglD inh
31 | C[C@H]1CN([C@@H](C)CO)C(=O)c2cc(NC(=O)CCN3CCOCC3)ccc2O[C@@H]1CN(C)S(C)(=O)=O | 13 | 1
32 | CC(C)C#Cc1ccc([C@H]2[C@@H](CO)N(C(=O)C3CCC3)[C@H]2C#N)cc1 | -1 | 1

# Following part:
33. C[C@H](CO)N1C[C@H](C)[C@@H](CN(C)Cc2ccccc2)Oc2c(NC(=O)c3ccc(-c4nccs4)cc3)cccc2C1=O
34. Cc1cc(C)c(S(N)(=O)=O)c(C)c1N(C)S(=O)(=O)c1ccccc1
35. Cc1cc(OC(C)C(=O)N(Cc2ccco2)C2CCS(=O)(=O)C2)ccc1Cl (stereo not drawn)
36. COc1cc(CN(C)CCc2ccccn2)cc(OC)c1OC
37. O=[N+]([O-])c1c(Nc2ccccc2)ccc2nonc12
38. Cc1c(NC(=O)CSCc2ccc(Br)cc2)c(=O)n(-c2ccccc2)n1C
39. O=C(/C=C/c1cccc([N+](=O)[O-])c1)NC(=S)Nc1cccc(NC(=O)c2ccccc2Cl)c1
40. O=C(Nc1ccccc1)[C@H]1[C@H](CO)[C@H]2Cn3c(cccc3=O)[C@H]2N1Cc1ccccc1Cl
compound no.	33	34	35	36	37	38	39	40
GSIS activator	-11	-1	.	.	.	5	11	-4
F508del corr	1.3	2.2	.	.	.	2.1	.	1.3
PGC1a acetyl inh	10	-2	6	4	3	.	-3	-11
Cneo AK release	0	2	3	2	1	-1	-2	3
FN deposit inh	.	-3	.	.	8	-12	6	.
PglD inh	-4	3	-2	-5	-1	4	0	0
miR-122 sensor	2[16.7 µM]	-2	-4	-6	-2	-15	0	-3[16.7 µM]
C2C12 statin	42	6	16	-4	.	-4	-119	25

41. Cc1nc2ccc(NC(=O)CS(=O)(=O)c3ccccc3)cc2s1
42. N#Cc1ccccc1CSc1ncccc1C(=O)O
43. CN(C(=O)CSc1nc2ccc([N+](=O)[O-])cc2s1)C1CCS(=O)(=O)C1 (stereo not drawn)
44. COc1cc(C2N(c3ccc(F)cc3)C(=O)C3CCCN32)cc(OC)c1OC (stereo not drawn)
45. O=C1c2cccc3c(N4CCOCC4)c([N+](=O)[O-])cc(c23)C(=O)N1c1cccc2ccccc12
46. O=C(C[C@@H]1CC[C@@H]2[C@H](COC[C@H](O)CN2S(=O)(=O)c2cccc(Cl)c2)O1)NC1CCCC1
47. COC(=O)CN1C(=O)C2(OCCCO2)c2cc(Br)ccc21
48. COCCn1c(SCC(=O)NCCCN2CCCC2=O)nc2sc3c(c2c1=O)CCCC3
compound no.	41	42	43	44	45	46	47	48
GSIS activator	24	12	-2	1	-9	-1	3	11
F508del corr	1.2	-0.1	1.7	2.2	.	-1.0	.	0.3
PGC1a acetyl inh	4	1	-20	-12	.	3	3	.
Cneo AK release	-4	-3	.	-4	.	-4	-1	0
FN deposit inh	6	5	0	-8	2	-15	0	4
PglD inh	-4	1	.	-3	.	3	12	1
miR-122 sensor	4	8	.	-7	14	1[16.7 µM]	-3	.
C2C12 statin	-2	1	.	3	-1	-2	-38	1

# Reprinted: nos. 1 to 11
1. C[C@@H]1CN([C@H](C)CO)C(=O)CCCn2cc(nn2)CO[C@H]1CN(C)C(=O)CCC(F)(F)F
2. OC1(c2ccccc2F)CCN(Cc2nnnn2CCc2ccccc2)CC1
3. COC(=O)C(Cc1c[nH]c2ccccc12)NC(C)=O (stereo not drawn)
4. COc1ccccc1NC(=O)c1ccc2c(=O)n3c(nc2c1)CCC3
5. CCC(=O)c1ccc(OCc2ccc(C(=O)OC)cc2)cc1
6. CCOC(=O)c1sc(NC(=O)c2cccnc2)c(C#N)c1C
7. CSc1ccc(NC(=O)/C=C/C(=O)O)cc1
8. CCCNC(=O)[C@@H]1[C@@H](CO)[C@@H]2Cn3c(ccc(-c4ccccc4)c3=O)[C@@H]2N1C(=O)C1CCC1
9. COc1ccc(C(=O)Nc2ccc(N3CCN(C(=O)c4cccs4)CC3)cc2)cc1Br
10. CCOC(=O)/C=C1\SCC(=O)N1CC(=O)NC12CC3CC(CC(C3)C1)C2
compound no.	1	2	3	4	5	6	7	8	9	10
GSIS activator	-7&15	.	.	-6	1	-29	7	3	2	.
F508del corr	-0.8&-4.2	.	.	-0.3	-2.5	.	-0.7	1.4	0.8	.
PGC1a acetyl inh	-8&4	7	-21	.	.	.	2	.	47	-3
Cneo AK release	0&-2	2	-2	-2	0	7	-1	-3	1	2
FN deposit inh	5&-20	.	.	2	4	.	6	.	-2	.
PglD inh	2&-2	-6	-3	-1	-3	1	-8	2	-5	4
miR-122 sensor	0	.	3	.	.	.	7	1[16.7 µM]	-1	-6
C2C12 statin	9&-6	29	-4	-4	.	-17	-3	10	-21	13

11. O=C(CCN1C(=O)c2ccc([N+](=O)[O-])cc2C1=O)Nc1ccccc1C(=O)O
compound no.	11
GSIS activator	17
F508del corr	-2.2
PGC1a acetyl inh	6
Cneo AK release	.
FN deposit inh	-5
PglD inh	.
miR-122 sensor	.
C2C12 statin	.

# Going on with the list:
49. O=C(CSc1nncc2ccccc12)N1CCCCC1
50. COc1ccc(NC(=O)C2(C)CCN2C(=O)c2ccccc2CCc2ccccc2)cc1OC (stereo not drawn)
51. CCCN1CCC(=O)N(CCSc2ccc(OC)cc2)CC1
52. CN(C)c1nc(N)nc(CSc2nnnn2-c2ccc(C(=O)O)cc2)n1
53. CCC1CCCCN1C(=O)COC(=O)c1cccs1 (stereo not drawn)
compound no.	49	50	51	52	53
GSIS activator	-1	-10	-4	7	23
F508del corr	-3.1	4.0	-0.9	.	0.0
PGC1a acetyl inh	-8	-50	10	4	13
Cneo AK release	.	1	-2	4	-1
FN deposit inh	3	-1	-4	-5	7
PglD inh	.	3	-2	.	1
miR-122 sensor	-1	-1	5	-9	.
C2C12 statin	.	4	-41	0	3

# Assay outcomes from PubChem.
